RORgamma inh: ROR gamma (mouse) transcription inhibition; 5.4% of 310,000 active; P51450; Drosophila S2 Gal4-RORgamma UAS-luciferase reporter, 20 h; Potency, µM (series often up to 53.6 µM), without a hit: at the highest dose activity change, negative = inhibition, actives largely listed as inhibitors; also: % is scaled to controls: 0 for no effect and ±100 for the full control effect; nearly all actives have a fitted effect of over 60% in size
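Stably transfected Drosophila Schneider cells are the test system, with ROR gamma fused to Gal4 and luciferase under UAS control; luminescence is read after 20 hr of 700 uM copper sulfate induction at ambient temperature.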
MBNL1-CUG inh: MBNL1-poly(CUG) RNA binding inhibition; Q9NR56; TR-FRET MBNL1-His/biotin-(CUG)12 binding, 665/545 ratio; Potency, µM (highest dose often 57.5 µM), inactives show top-dose activity change, negative = inhibition, hits mostly inhibitors; 0.036% of 280,000 active; AID 2675; active = well fitted inhibition curve with a large enough effect in the signal ratio, with a control signal flat, not every such curve was filed as active; inconclusive = small, poorly fitted or top-dose-only effect, or effect the other way, or a change in a side signal; inactive = no such curve, though single readings can be large or run the other way; the % refers to the signal ratio; also: % is scaled to controls: 0 for no effect and ±100 for the full control effect
Target sequence (Q9NR56 whole entry, looked up): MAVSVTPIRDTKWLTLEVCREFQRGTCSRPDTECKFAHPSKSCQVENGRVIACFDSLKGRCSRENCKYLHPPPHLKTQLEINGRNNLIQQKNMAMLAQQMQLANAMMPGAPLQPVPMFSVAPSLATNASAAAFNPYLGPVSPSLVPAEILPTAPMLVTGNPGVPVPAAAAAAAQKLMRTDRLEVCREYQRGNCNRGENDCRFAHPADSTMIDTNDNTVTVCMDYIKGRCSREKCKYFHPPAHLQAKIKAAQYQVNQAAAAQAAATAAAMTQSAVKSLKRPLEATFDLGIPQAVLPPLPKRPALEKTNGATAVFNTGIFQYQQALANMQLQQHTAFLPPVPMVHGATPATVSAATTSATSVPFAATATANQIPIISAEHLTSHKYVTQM
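His-tagged MBNL1 binding to biotinylated (CUG)12 RNA was measured by TR-FRET using terbium anti-His antibody (0.055 ng/ul final) and streptavidin-XL665 (5 nM final). Compounds were titrated 92 nM to 58 uM; 60 min at room temperature.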
ELG1 genotoxic: induces genotoxicity in HEK293T cells with luciferase-tagged ELG1 | HEK293T ELG1-luciferase reporter, luminescence, 16 h | Potency, µM (doses to about 46 µM), inactives show at the top dose activity change, positive = activation, actives largely listed as activators | 1.3% of 330,000 active | AID 504466; also: % of control where 0% means no effect; nearly all actives have a fitted effect of over 60% in size
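Reporter readout depends on ELG1 protein level, which increases with genetic stress. After 16 hr compound exposure at 37 °C, luciferase activity was quantified using ONE-Glo.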
BRCA1 expr up: increases BRCA1 expression. MCF7-BRCA1-FFLuc reporter, luminescence, 48 h; response scale: scaled: vehicle 0%, 10 µM genistein 100%. Potency, µM (titrated, usually from 46.1 µM), for inactives: at the highest dose activation, most hits filed as activators. 1.1% of 380,000 active. AID 624202; also: nearly all actives have a fitted effect of over 80% in size; some results filed as inactive show a strong effect at the top dose
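Cells: MCF7-BRCA1-FFLuc, 2000/well. Exposure: 48 h, 37 °C, 5% CO2. Read: luminescence, 15 min post-substrate. Controls: genistein 10 microM (maximal activation), DMSO (neutral).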
p53 reactivation: mutant p53 re-activation in reporter cells | H1299 p53-A138V BP100-luciferase reporter, luminescence, 24 h | Potency, µM (doses to about 92.2 µM), inactives show at the highest dose activity change, positive = activation, most hits filed as activators | 0.063% of 320,000 active; also: % of control where 0% means no effect; nearly all actives have a fitted effect of over 45% in size
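p53-null H1299 cells stably carrying temperature-sensitive p53-A138V and a BP100-luciferase reporter were pinned with compounds (4-point, 1:5 series) and held 24 hrs at 37 deg C. Luminescence was read 10 min after detection reagent.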
Rab9 prom act: activates the Rab9 promoter; 2.8% of 320,000 active; AID 485297; Potency, µM (series often up to 9.22 µM), inactives show at the top dose activation, negative = inhibition, hits mostly activators; Huh7 Rab9 promoter-luciferase reporter, luminescence, 24 h; also: % of control where 0% means no effect; nearly all actives have a fitted effect of over 60% in size
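Rab9 promoter-driven luciferase in stably transfected Huh7 cells; 1500 cells/well rested 2 h, exposed to compound in DMSO for 24 h at 37 °C, 5% CO2. Luminescence read 10 min after adding luciferase reagent at ambient temperature.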
uPA generation: inhibitors of cell surface uPA generation | cell surface uPA generation assay, qHTS | Potency, µM (series often up to 38.3 µM), for inactives: top-dose activity change, negative = inhibition, usual class: inhibitors | 0.31% of 330,000 active | AID 540303; active = well fitted inhibition curve with a large enough effect; inconclusive = small, poorly fitted or top-dose-only effect; inactive = no such curve, though single readings can be large or run the other way; tested in mouse RAW 264.7 cells; also: % is scaled to controls: 0 for no effect and ±100 for the full control effect; nearly all actives have a fitted effect of over 55% in size
VP16 counter: Gal4-VP16 reporter inhibition counter-screen; Potency, µM (top dose mostly 53.6 µM), without a hit: top-dose activity, negative = inhibition, actives largely listed as inhibitors; Drosophila S2 Gal4-VP16 UAS-luciferase, luminescence, 20 h; 3.5% of 310,000 active; AID 2546;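 also: Gal4-VP16 expression switched on by copper sulfate through the metallothionein promoter; % is scaled to controls: 0 for no effect and ±100 for the full control effect; nearly all actives have a fitted effect of over 50% in size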
FLuc modulator: firefly luciferase modulation, counter-screen for miR-21 project; P08659; purified FLuc, Km substrates, luminescence inhibition; Potency, µM (series often up to 57.5 µM), inactives show top-dose activity change, negative = inhibition, hits mostly inhibitors; 6.9% of 360,000 active; AID 588342;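 also: plate controls were vehicle for no effect and reference inhibitor for full effect; nearly all actives have a fitted effect of over 55% in size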
Target sequence (P08659 whole entry, looked up): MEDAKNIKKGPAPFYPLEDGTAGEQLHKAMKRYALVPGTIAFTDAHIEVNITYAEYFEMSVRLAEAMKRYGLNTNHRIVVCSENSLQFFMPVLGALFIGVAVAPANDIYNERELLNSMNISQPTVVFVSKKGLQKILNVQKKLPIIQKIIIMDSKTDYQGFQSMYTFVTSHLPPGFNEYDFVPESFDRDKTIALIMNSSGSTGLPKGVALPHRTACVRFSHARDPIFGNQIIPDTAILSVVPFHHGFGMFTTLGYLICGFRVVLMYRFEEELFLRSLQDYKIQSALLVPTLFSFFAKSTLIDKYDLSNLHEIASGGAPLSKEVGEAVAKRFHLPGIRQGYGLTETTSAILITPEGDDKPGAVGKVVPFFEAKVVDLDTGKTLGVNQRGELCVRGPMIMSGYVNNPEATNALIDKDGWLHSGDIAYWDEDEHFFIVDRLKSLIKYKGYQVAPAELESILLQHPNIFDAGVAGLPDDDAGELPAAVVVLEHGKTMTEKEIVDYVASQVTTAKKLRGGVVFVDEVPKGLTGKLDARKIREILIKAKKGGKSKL
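Biochemical qHTS of compounds, final roughly 60 µM downward over six points, against 10 nM purified firefly luciferase using Km concentrations of substrates (10 uM D-luciferin, 10 uM ATP) in Tris acetate pH 7.5 buffer; luminescence output.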
NPC1 prom act: NPC1 promoter activation; Huh7 NPC1 promoter luciferase reporter, 24 h; Potency, µM (doses to about 9.22 µM), for the others: at the highest dose activation, usual class: activators; 2.4% of 320,000 active; AID 485313;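 also: % of control where 0% means no effect; nearly all actives have a fitted effect of over 60% in size; reporter is driven by a mutant NPC1 promoter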
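Stable NPC1-promoter luciferase Huh7 line; cpd (DMSO) 24 h, 37 °C, 5% CO2; Amplite luciferase reagent 10 min RT; luminescence readout. qHTS format.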
Starred values were filed as active, the others as inactive; ? = inconclusive; · = not tested or not shown; & = joins results of further samples; [ ] = remark or other dose. Unless noted, calls follow the shape of the dose curve; as a rule, active = well fitted curve in the direction sought with a large enough effect; inconclusive = small, poorly fitted or top-dose-only effect, or another doubt; inactive = no such curve, though single readings can be large; an effect the other way counts as inactive or inconclusive. Potency is read from the fitted curve at half-maximal effect.

SMILES	RORgamma inh	MBNL1-CUG inh	ELG1 genotoxic	BRCA1 expr up	p53 reactivation	Rab9 prom act	uPA generation	VP16 counter	FLuc modulator	NPC1 prom act
COc1ccc(N(C)S(=O)(=O)c2cccc(C(=O)Nc3nnc(C)s3)c2)cc1	·	·	1%	1%	-1%	10%	-19%	·	0%	-2%
COc1ccc(-c2cc(C(=O)Nc3ccc(S(=O)(=O)Nc4onc(C)c4C)cc3)c3ccccc3n2)cc1OC	0%	·	2%	?	1%	9%	0%	-5%	13µM*	8%
COc1cc2sc3cc(NCc4ccc(C)o4)ccc3c(=O)c2cc1OC	·	·	7%	?	16%	·	13µM*	·	·	·
CCOc1cc(N2CCOCC2)c(OCC)cc1NC(C)C(=O)N1CCC(C)CC1 (stereo unspecified)	26%	8%	-4%	1%	-1%	-2%	0%	?	1%	-2%
CN(C)c1ccc(/C=C(\NC(=O)c2ccccc2)C(=O)NCCCN2CCOCC2)cc1	-13%	15%	-1%	-8%	?	18%	0%	-7%	-5%	0%
Cn1cc(S(=O)(=O)N2CCCC2)cc1C(=O)N1CCN(c2ccccc2)CC1	-1%	-2%	-5%	16%	11%	8%	-9%	-8%	-1%	-4%
CC1=C(C(N)=O)C(c2cccnc2)n2nc(-c3cccc(C)c3)nc2N1 (stereo unspecified)	0%	9%	-2%	-11%	0%	0%	2%	?	-1%	1%
O=C(NC(=S)Nc1ncc(Br)cc1Br)c1ccccc1	8.9µM*	1%	?	-25%	?	11%	0%	18µM*	21µM*	?
Cc1ccc2c(c1)N(C(C)C(=O)NCc1cccs1)C(=O)CO2 (stereo unspecified)	20%	0%	8%	-2%	-2%	-7%	5%	8%[10 µM]	-5%	0%
C=CCn1c(SCC(=O)c2ccc(Cl)s2)nc2ccccc2c1=O	38%	6%	-5%	0%	-1%	5%	-2%	-11%	-2%	-4%
CN(CC(=O)Nc1cccc(F)c1)C(=O)c1cccnc1Sc1ccccc1Cl	·	·	1%	-3%	-10%	1%	3%	·	-2%	-7%
Cc1cccc(C)c1NC(=O)CNc1ncnc2sc(C)c(C)c12	32%	-8%	-3%	-16%	-9%	-11%	1%	-5%	1%	-9%
O=C(NCCC1CCCCN1S(=O)(=O)c1cccs1)C(=O)Nc1ccc(F)cc1 (stereo unspecified)	·	·	-1%	-50%	1%	-3%	-8%	·	?	-19%
COc1ccc(N(C)C(=O)c2cc3c(s2)-c2c(C)cccc2OC3)c(OC)c1	19%	3%	-7%	-6%	2%	0%	1%	-2%	-5%&4%	0%
COc1ccc2ccc3c(c2c1)N=CC1(O3)N(C)c2ccccc2C1(C)C (stereo unspecified)	?	?	2%	-44%	-32%[inhibitor]	-2%	-21%	11%	0%	1%
COc1ccc(CNC(=O)CN(C)S(=O)(=O)c2ccc3c(c2)c(=O)n(C)c(=O)n3C)cc1	-3%	4%	-1%[9.26 µM]	-2%&7%	-4%	4%	-11%	7%	0%&3%	-6%
Cc1ccc(N=CC=C2OC(C)(C)C(C)(C)O2)cc1	-15%	-1%	2%	-23%	3%	-4%	-1%	-10%	7.6µM*	-4%
COc1cc(CC(NC(C)=O)C(=O)NC2CCN(S(=O)(=O)c3ccc(NC(C)=O)cc3)CC2)cc(OC)c1 (stereo unspecified)	-16%	1%	-1%	-18%	8%	-10%	6%	0%	3%	-4%
CC(C)(C)c1cc(NC(=O)c2c(F)cccc2Cl)n(-c2ccccc2)n1	-1%	-1%	-10%	-45%	-3%	-2%	-3%	8%	0%	-2%
c1cncc(CNc2ncn[nH]2)c1	-4%	0%	1%	6%	9%	-3%	7%	-5%	4%	-5%
Cc1ccc(OCC(=O)N/N=C\c2cn(C)c3ccccc23)c([N+](=O)[O-])c1	11µM*	6%	-6%	-41%	?	-10%	-4%	?	?	-2%
CC1(C)CC(CCNC(=O)c2ccco2)CC(C)(C)N1	32%	-5%	0%	13%	8%	-1%	2%	0%	12%	-1%
CCOc1cc(/C=N/NC(=O)CSc2nncn2C)ccc1OC(=O)c1ccc(Cl)cc1	33%	·	-4%	-1%	-4%	-1%	-9%	-28%	-2%	-2%
CCN(c1ccc(OC)cc1)S(=O)(=O)c1cc(-c2cc(C)no2)ccc1OC	11%	-4%	-4%	1%	-3%	-1%	-22%	2%	-1%	2%
O=C(Cc1ccccc1)Nc1ccc(F)cc1	1%	1%	5%	-14%	1%	-6%	-3%	0%	-15%	-1%
CCOC(=O)CC1C(=O)NCCN1C(=O)c1ccc(Cl)cc1Cl (stereo unspecified)	4%	1%	0%	11%	-1%	?	0%	11%	0%	-2%
N#CC(c1ccc(Cl)cc1)N1CCOCC1 (stereo unspecified)	-11%	-17%	2%	3%	0%	10%	6%	2%	-2%	1%
Cc1nc2cc(NC(=O)N3CCCC3)ccc2n1C	-15%	-7%	6%	-15%	4%	5%	0%	27%	-13%	7%
C[C@@H]1C(=O)O[C@@H]2[C@H](O)C34[C@H]5C[C@@H](C(C)(C)C)C36[C@H](OC(=O)[C@@H]6O)OC4(C(=O)O5)[C@@]12O (stereo partly specified)	-18%	22%	6%	-4%	3%	-3%	-72%	8%	6%	1%
O=S1(=O)N=C(Nc2ccc(N3CCOCC3)c(Cl)c2)c2ccccc21	26%	1%	?	?	1%	3.5µM*	-3%	3%	5.4µM*	?
O=C(/C=C/c1ccc([N+](=O)[O-])cc1)Oc1ccc(/C=N/NC(=O)c2ccncc2)cc1	-15%	?	1%	-3%	-4%	0%	-16%	-2%	3%	-3%
CC(C)CCNC(=O)CN(Cc1ccco1)C(=O)CCC(=O)Nc1nccs1	25%	0%	-4%	-27%	2%	-2%	0%	5%	0%	1%
Cc1ccc(S(=O)(=O)N2[C@@H](c3ccc(Cl)cc3)C(C(=O)O)=CC[C@H]2c2cccc(C)c2)cc1	·	·	0%	0%	3%	-4%	9%	·	7%	-1%
CCc1ccc(NC(=O)CSc2ccccn2)cc1	24%	·	4%	?	17%	?	3%	-4%	13µM*	16%
S=C(Nc1ccc(Br)cc1Cl)Nn1cnnc1	?	-6%	1%	0%	-9%	-1%	1%	3%	?	0%
CCN(C[C@H]1N[C@@](C)(C(=O)OC)[C@H]2C(=O)N(C)C(=O)[C@@H]12)C(C)=O	·	·	0%	6%	1%	·	10%	·	·	·
O=C1c2ccccc2-c2c1cccc2C(=O)N(CCO)CCO	-11%	?	-4%	-21%	3%	1%	4%	-5%	1%	0%
O=S(=O)(Nc1ccc(-c2ccc3nncn3n2)cc1)c1ccccc1F	·	·	1%	-16%	-1%	-1%	-16%	·	-7%	-2%
CCOc1ccc(NC(=O)CSc2nc3c(c(=O)n2C)SC(C)C3)cc1 (stereo unspecified)	?	-2%	-8%	-16%	-14%	-5%	5%	0%	-1%	-2%
COC(=O)c1cn(NC(=O)c2cnccn2)c(=O)c2ccccc12	13µM*	-19%	2%	-52%	20%	-2%	-2%	?	6%	2%
CCCC[C@@H]1CNCCN1CCc1cccc2ccccc12	·	·	-5%	0%	8%	-3%	-7%	·	-1%	-1%
C/C(=N/NS(=O)(=O)c1ccc(Cl)cc1)c1ccncc1	5%	9%	0%	-13%	12%	-5%	6%	-1%	2%	-4%
Cc1cc([N+](=O)[O-])nn1CC(=O)NNC(=S)Nc1ccc(F)cc1	14µM*	14%	0%	0%	0%	-3%	1%	?	1%	1%
O=C(/C=C/c1cccc([N+](=O)[O-])c1)NCCN1CCOCC1	1%	?	2%	2%	-1%	1%	-4%	5%	-1%	6%
Cc1ccccc1N(C(=O)c1csnn1)C(C(=O)NC1CCCCC1)c1ccncc1 (stereo unspecified)	-2%	-3%	-25%	-20%	5%	-9%	-3%	3%	3%	0%
Cc1cc(NC(=O)CSc2nc(N)c(NC(=O)c3ccccc3)c(=O)[nH]2)no1	-21%	-5%	1%	-3%	1%	2%	5%	9%	-11%	2%
CC(C)c1ccc(NC2CCCN(C(=O)c3cscn3)C2)cc1 (stereo unspecified)	10%	0%	3%	16%	14%	2%	-3%	-8%	1%	-1%
Nc1nn(-c2ccccc2)c(N)c1N=Nc1ccccc1F	-36%	?	?	-34%	?	0.45µM*	-7%	-19%	0.95µM*	0.56µM*
Cc1cc(C(=O)Nc2nc3c(C)cccc3s2)c(C)o1	?	11%	3%	14%	2%	0%	7%	?	-2%	7%
Cc1c2c(n3c(nc4ccccc43)c1C#N)N(c1ccccc1)CC2	-16%	·	-3%	·	7%	-2%	·	0%	7%	-3%
Cc1noc(C)c1C(=O)OCC(=O)Nc1cccc(S(=O)(=O)N(C)C)c1	?	·	1%	15%	9%	0%	4%	-10%	1%	0%

3 of the compounds above, as comma-separated lines:
Molecule,RORgamma inh,MBNL1-CUG inh,ELG1 genotoxic,BRCA1 expr up,p53 reactivation,Rab9 prom act,uPA generation,VP16 counter,FLuc modulator,NPC1 prom act
CCN(c1ccc(OC)cc1)S(=O)(=O)c1cc(-c2cc(C)no2)ccc1OC,11%,-4%,-4%,1%,-3%,-1%,-22%,2%,-1%,2%
C[C@@H]1C(=O)O[C@@H]2[C@H](O)C34[C@H]5C[C@@H](C(C)(C)C)C36[C@H](OC(=O)[C@@H]6O)OC4(C(=O)O5)[C@@]12O (stereo partly specified),-18%,22%,6%,-4%,3%,-3%,-72%,8%,6%,1%
CCCC[C@@H]1CNCCN1CCc1cccc2ccccc12,·,·,-5%,0%,8%,-3%,-7%,·,-1%,-1%

Screening data as filed in PubChem BioAssay.
